Bioassay records from PubChem.
MazEF act: MazEF (E. coli) toxin RNase activation | P0AE70 | FAM/BHQ RNA-DNA oligo cleavage fluorescence, 5 h | activation, % at 20 µM | actives 0.32% (n = 350,000) | AID 504720; in the data active means activation above about 50%
Target sequence (P0AE70 whole entry, looked up): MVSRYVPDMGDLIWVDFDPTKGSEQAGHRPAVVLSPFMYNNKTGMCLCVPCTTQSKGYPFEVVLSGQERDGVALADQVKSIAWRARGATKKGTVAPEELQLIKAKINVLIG
Rv3671c protease: Rv3671c (M. tuberculosis) protease inhibition; actives 0.048% (n = 320,000); P9WHR9; AID 2606; inhibition, % at 5.96 µM; in the data active means inhibition above about 38%;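 further: extracellular domain of Rv3671c used as enzyme; 0% = enzyme with DMSO and 100% = no enzyme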
Target sequence (P9WHR9 whole entry, looked up, the tested form may be a part): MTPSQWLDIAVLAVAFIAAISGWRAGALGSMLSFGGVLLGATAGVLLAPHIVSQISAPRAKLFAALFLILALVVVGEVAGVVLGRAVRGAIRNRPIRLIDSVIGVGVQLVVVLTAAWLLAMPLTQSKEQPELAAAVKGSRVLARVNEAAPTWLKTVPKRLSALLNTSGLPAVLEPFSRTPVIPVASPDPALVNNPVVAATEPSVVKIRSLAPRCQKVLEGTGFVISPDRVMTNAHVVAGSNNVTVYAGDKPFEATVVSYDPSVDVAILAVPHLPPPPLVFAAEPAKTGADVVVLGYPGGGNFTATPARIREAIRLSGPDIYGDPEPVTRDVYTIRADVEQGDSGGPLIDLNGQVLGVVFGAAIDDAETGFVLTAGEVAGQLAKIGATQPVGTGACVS
Mtb BioA inh: blocks M. tuberculosis BioA enzyme activity; purified M. tuberculosis BioA enzyme, plate reader; inhibition, % at 9.99 µM; actives 0.096% (n = 360,000); AID 602481; in the data active means inhibition above about 40%
GDH-TPI counter: GDH-TPI coupled enzyme inhibition counter-screen; GDH-TPI coupled enzyme counterscreen, NADH absorbance; actives 1.2% (n = 360,000); AID 588335; inhibition, % at 4.8 µM; in the data active means inhibition above about 30%;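 further: 0% = DMSO wells and 100% = wells lacking the enzyme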
FadD28 FP inh: inhibitors of Mycobacterium tuberculosis FadD28 bisubstrate binding. actives 0.22% (n = 360,000). AID 588549. FadD28 bisubstrate probe binding, fluorescence polarization. inhibition, % at 12.5 µM; in the data active means inhibition above about 8.5%, passing the limit was not always enough
PrPC surface inh: inhibitors of human cell surface prion protein PrPC; TR-FRET read-out; inhibition, % at 13.8 µM; actives 0.43% (n = 370,000); AID 720596; in the data active means inhibition above about 24%; further: 0% = median of the test wells and 100% = reference compound wells
BoNT F protease: BoNT F light chain protease inhibition; actives 0.22% (n = 360,000); inhibition, % at 10 µM; Multiplex microsphere protease cleavage assay, flow cytometry; in the data active means inhibition above about 35%, passing the limit was not always enough; further: plate controls were buffer without enzyme for full effect and enzyme alone for no effect
Mtb FBA inh: Mtb fructose-bisphosphate aldolase inhibition; inhibition, % at 1 µM; actives 2.3% (n = 360,000); purified M. tuberculosis FBA, fluorescence read-out; AID 588726; in the data active means inhibition above about 27%;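 further: 0% = vehicle and 100% = reference inhibitor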
UGM FP inh: blocks M. tuberculosis UGM enzyme; P9WIQ1; purified UGM, fluorescence polarization probe displacement; inhibition, % at 10 µM; actives 0.06% (n = 320,000); in the data active means inhibition above about 10%, passing the limit was not always enough
Target sequence (P9WIQ1 whole entry, looked up): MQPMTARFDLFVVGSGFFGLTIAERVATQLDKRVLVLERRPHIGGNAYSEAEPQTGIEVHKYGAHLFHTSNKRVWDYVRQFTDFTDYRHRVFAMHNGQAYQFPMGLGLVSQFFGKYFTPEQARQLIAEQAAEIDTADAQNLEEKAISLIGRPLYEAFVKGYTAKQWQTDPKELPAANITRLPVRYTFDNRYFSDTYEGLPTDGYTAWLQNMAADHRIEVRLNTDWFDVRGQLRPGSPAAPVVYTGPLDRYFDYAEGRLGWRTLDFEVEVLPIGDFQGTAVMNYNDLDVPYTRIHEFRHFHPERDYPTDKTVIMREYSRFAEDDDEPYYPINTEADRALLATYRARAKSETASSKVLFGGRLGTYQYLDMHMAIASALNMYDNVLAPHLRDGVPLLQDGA
The depositor's hits bear a star; nt = no result given.

| nr | SMILES | MazEF act | Rv3671c protease | Mtb BioA inh | GDH-TPI counter | FadD28 FP inh | PrPC surface inh | BoNT F protease | Mtb FBA inh | UGM FP inh |
| --- | --- | --- | --- | --- | --- | --- | --- | --- | --- | --- |
| 1 | CCOc1cc(N2CCOCC2)c(OCC)cc1NC(=O)COC(=O)c1c(CC)noc1C | -2 | -8 | -0.1 | 3 | -1.6 | 5 | -6 | 5 | 2.8 |
| 2 | C[C@]12C[C@H](O)[C@H]3[C@@H](CCC4=CC(=O)CC[C@@]43C)[C@@H]1CC[C@@H]2C(=O)CO | 8 | -2 | 2.7 | 10 | -1.2 | 0 | 0 | 5 | 2.7 |
| 3 | O=C(CSc1nnnn1-c1ccccc1Cl)Nc1ccc2c(c1)OCCO2 | 10 | 0 | -1.6 | 2 | -0.7 | 2 | 1 | 1 | -1.5 |
| 4 | COCCNC(=O)c1c(CSc2ccccc2)noc1C(=O)NCc1ccccc1 | 4 | -7 | -1.0 | 8 | -0.8 | -5 | -4 | 2 | 2.8 |
| 5 | O=[N+]([O-])c1ccc(C(O)CSC(=S)N2CCCCC2)cc1 (stereo not given) | 13 | -2 | 0.4 | -2 | -2.5 | -13 | 1 | 3 | -0.3 |
| 6 | O=[N+]([O-])c1cccc(-c2nnc3c4ccccc4c4ccccc4n23)c1 | 23 | -8 | -4.1 | 7 | 0.9 | 0 | -13 | 1 | 0.4 |
| 7 | CCOC(=O)c1ccc2c(c1)NC(=O)C(N1CCN(c3ccc(OC)cc3)CC1)S2 (stereo not given) | 7 | 10 | -0.6 | 5 | -0.8 | -2 | 8 | 4 | 4.4 |
| 8 | CCn1c(=O)n(CC(=O)N2CCC3(CC2)OCCO3)c(=O)c2ccccc21 | 3 | 4 | -1.2 | 8 | -4.2 | 2 | 5 | 3 | -1.9 |
| 9 | CCCOC(=O)/C(=C\c1ccc([N+](=O)[O-])o1)NC(=O)c1ccccc1 | -16 | -4 | 0.0 | 11 | -2.4 | -15 | 2 | 2 | -3.8 |
| 10 | O=C(C1=C(O)C(=O)N(CCCN2CCOCC2)C1c1ccc(Cl)cc1)c1cc2ccccc2o1 (stereo not given) | 8 | 7 | nt | nt | nt | 16 | nt | nt | 0.6 |
| 11 | CCOc1ccc(NC(=O)NNC(=O)c2cc3ccccc3cc2O)cc1 | -8 | 2 | -2.8 | 11 | 1.1 | -1 | 5 | 4 | 0.6 |
| 12 | CC(=O)Nc1nnc(-c2ccccn2)o1 | 4 | -7 | nt | -2 | -3.1 | -3 | 0 | 31* | 2.3 |
| 13 | COc1ccc(Cl)cc1NC(=O)CN(C)C(=O)Cn1cnnn1 | 2 | -7 | nt | -4 | -1.4 | 2 | 7 | -1 | 2.4 |
| 14 | O=C(COC(=O)c1ccc2c(=O)n3c(nc2c1)CCC3)Nc1ccccc1F | -10 | -3 | 0.5 | -3 | -2.9 | 12 | 1 | 1 | 0.1 |
| 15 | CC12CN(C(=O)c3ccc(Cl)cc3)C3(C#N)CC1CCC23C (stereo not given) | -4 | 5 | -1.8 | -2 | -6.0 | -2 | -12 | 1 | -0.3 |
| 16 | O=C1/C(=C/c2ccsc2)N2CCC1CC2 | 7 | 2 | -1.1 | 2 | 0.2 | -3 | -7 | 1 | 2.7 |
| 17 | Cn1c(=O)[nH]c(=O)c2c1nc(N1CCN(CCO)CC1)n2CCSc1nc2ccccc2s1 | -3 | -3 | -1.2 | 12 | -2.2 | -3 | 3 | 3 | 0.7 |
| 18 | CC(C)(C)NC(=O)CSC(=Nc1ccccc1F)NC#N | -17 | -5 | -2.5 | -12 | 0.5 | -2 | 5 | -3 | 0.7 |
| 19 | NNC(=O)c1csc(COc2cc(Cl)cc(Cl)c2)n1 | 2 | 0 | -0.9 | 1 | -3.5 | -5 | nt | 2 | -0.1 |
| 20 | Cc1nn(CC(=O)Nc2ccc3c(c2)oc2ccccc23)c(=O)c2ccccc12 | -24 | -5 | 0.7 | 7 | 0.0 | 2 | -4 | 1 | 3.0 |
| 21 | CCOc1cccc(NC(=O)CSc2nc(C)c3c(c2C#N)CCCC3)c1 | -9 | 0 | -0.7 | 7 | -0.9 | -4 | -6 | 1 | 1.5 |
| 22 | N#CCN1CCN(CC(=O)Nc2cccc3ccccc23)CC1 | 4 | -5 | nt | -2 | -4.2 | 4 | 2 | 2 | 0.3 |
| 23 | O=S(=O)(Nc1ccc(Cl)cc1)c1cccc2nsnc12 | 3 | -4 | -0.7 | -2 | -1.2 | -7 | -3 | 1 | -0.1 |
| 24 | O=C(c1ccco1)N1CCC2CC1c1c(Cl)cccc12 (stereo not given) | 6 | nt | -0.1 | 4 | -1.8 | 1 | 1 | -2 | nt |

As entered above:
N#CCN1CCN(CC(=O)Nc2cccc3ccccc23)CC1 in PrPC surface inh reads 4
CC(C)(C)NC(=O)CSC(=Nc1ccccc1F)NC#N in UGM FP inh reads 0.7
O=C(c1ccco1)N1CCC2CC1c1c(Cl)cccc12 (stereo not given) in PrPC surface inh reads 1
Cn1c(=O)[nH]c(=O)c2c1nc(N1CCN(CCO)CC1)n2CCSc1nc2ccccc2s1 in Rv3671c protease reads -3
CCOc1cccc(NC(=O)CSc2nc(C)c3c(c2C#N)CCCC3)c1 in Mtb BioA inh reads -0.7
O=S(=O)(Nc1ccc(Cl)cc1)c1cccc2nsnc12 in MazEF act reads 3

The listing picks up with the four entries that preceded the break.
| nr | SMILES | MazEF act | Rv3671c protease | Mtb BioA inh | GDH-TPI counter | FadD28 FP inh | PrPC surface inh | BoNT F protease | Mtb FBA inh | UGM FP inh |
| --- | --- | --- | --- | --- | --- | --- | --- | --- | --- | --- |
| 21 | CCOc1cccc(NC(=O)CSc2nc(C)c3c(c2C#N)CCCC3)c1 | -9 | 0 | -0.7 | 7 | -0.9 | -4 | -6 | 1 | 1.5 |
| 22 | N#CCN1CCN(CC(=O)Nc2cccc3ccccc23)CC1 | 4 | -5 | nt | -2 | -4.2 | 4 | 2 | 2 | 0.3 |
| 23 | O=S(=O)(Nc1ccc(Cl)cc1)c1cccc2nsnc12 | 3 | -4 | -0.7 | -2 | -1.2 | -7 | -3 | 1 | -0.1 |
| 24 | O=C(c1ccco1)N1CCC2CC1c1c(Cl)cccc12 (stereo not given) | 6 | nt | -0.1 | 4 | -1.8 | 1 | 1 | -2 | nt |
| 25 | COc1cccc(N(CC(=O)NCCSc2ccccn2)S(=O)(=O)c2ccccc2)c1 | -30 | -4 | -2.4 | 1 | -1.5 | 8 | -20 | -3 | -1.4 |
| 26 | O=c1c2ccccc2nnn1CSc1nnc(-c2ccc3c(c2)OCO3)o1 | -1 | -1 | 4.0 | 8 | -1.3 | 0 | -3 | -1 | 5.6 |
| 27 | Cc1cc(C)n(C(C)CNS(=O)(=O)c2ccc(Cl)cc2)n1 (stereo not given) | 7 | 4 | -0.8 | -1 | -3.2 | -6 | -4 | -5 | 0.8 |
| 28 | CCOc1cc(C(=O)NCCOC)ccc1OC | 11 | 2 | -0.7 | -4 | -2.7 | 2 | -4 | 4 | 0.1 |
| 29 | COc1ccc(NC(=O)/C(=C\c2cc(OC)c(OC)cc2[N+](=O)[O-])NC(=O)c2ccccc2)cc1 | 9 | 0 | 2.7 | 10 | 3.0 | -21 | -9 | -3 | 3.0 |
| 30 | O=C1C(Cl)=C(N2CCOCC2)C(=O)N1c1ccccc1Cl | -7 | -16 | -0.7 | 36* | -0.3 | nt | 2 | -1 | 1.1 |
| 31 | Cc1ccn2cc(CCNS(=O)(=O)c3ccc4c(c3)CCCC4)nc2c1 | 13 | 4 | 0.4 | -1 | -3.4 | 5 | -15 | 5 | -0.2 |
| 32 | O=C(CN1CCCN(S(=O)(=O)c2ccc(F)cc2)CC1)Nc1cccc(F)c1 | 6 | 6 | 10 | -2 | 0.2 | 3 | -5 | 6 | 0.0 |
| 33 | O=C(Cc1n[nH]c(=O)c2ccccc12)OCC(=O)c1ccccc1 | 4 | 3 | -0.6 | 7 | 0.3 | 2 | 1 | 1 | 2.2 |
| 34 | COc1ccc(NC(=S)NC(C)c2ccncc2)cc1OC (stereo not given) | 3 | -3 | -0.5 | -1 | -2.1 | -8 | 0 | 2 | 2.2 |
| 35 | Nc1nc(-c2ccccc2)c(-c2ccc([N+](=O)[O-])cc2)s1 | 2 | 9 | -1.1 | 12 | -2.6 | 5 | -6 | -7 | -2.2 |
| 36 | COc1ccc(C=NCC2COc3ccccc3O2)cc1OC (stereo not given) | 0 | -8 | -1.8 | 6 | -0.1 | 7 | -5 | -1 | -0.3 |
| 37 | O=C(NCc1ccc(F)cc1)c1ccc(NC(=O)C2CCCO2)cc1 (stereo not given) | 9 | -4 | 1.7 | 1 | -0.2 | 2 | 10 | 0 | -0.2 |
| 38 | COc1ccc(/C=N/NC(=O)Cc2cc(OC)c(OC)cc2[N+](=O)[O-])cc1 | 5 | 0 | 0.5 | 17 | -1.4 | -7 | -5 | 1 | -3.1 |
| 39 | CCOC(=O)CC1(C)OCC(C[N+]2(C)CCCCC2)O1 (stereo not given) | 10 | -5 | nt | -5 | -4.0 | 5 | -3 | -4 | -0.1 |
| 40 | C=CCNC(=S)NNC(=O)CCC(O)CCCCC (stereo not given) | 5 | 9 | nt | 8 | -0.7 | -1 | -6 | -2 | -1.0 |

Whole records from above. Screens in order: MazEF act	Rv3671c protease	Mtb BioA inh	GDH-TPI counter	FadD28 FP inh	PrPC surface inh	BoNT F protease	Mtb FBA inh	UGM FP inh
`C=CCNC(=S)NNC(=O)CCC(O)CCCCC` (stereo not given) reads 5	9	nt	8	-0.7	-1	-6	-2	-1.0
`CCOC(=O)CC1(C)OCC(C[N+]2(C)CCCCC2)O1` (stereo not given) reads 10	-5	nt	-5	-4.0	5	-3	-4	-0.1
`COc1ccc(/C=N/NC(=O)Cc2cc(OC)c(OC)cc2[N+](=O)[O-])cc1` reads 5	0	0.5	17	-1.4	-7	-5	1	-3.1
`O=C(NCc1ccc(F)cc1)c1ccc(NC(=O)C2CCCO2)cc1` (stereo not given) reads 9	-4	1.7	1	-0.2	2	10	0	-0.2

(further entries)
| nr | SMILES | MazEF act | Rv3671c protease | Mtb BioA inh | GDH-TPI counter | FadD28 FP inh | PrPC surface inh | BoNT F protease | Mtb FBA inh | UGM FP inh |
| --- | --- | --- | --- | --- | --- | --- | --- | --- | --- | --- |
| 41 | CCCCC(=O)Nc1cc(Cl)ccc1C(=O)O | -2 | 4 | 0.3 | -7 | -5.7 | 9 | -4 | 9 | -1.8 |
| 42 | O=C1CS(=O)(=O)N(Cc2cccc(F)c2)c2ccc(Br)cc21 | 3 | -67 | -2.9 | 5 | -3.3 | -2 | 6 | 4 | 2.1 |
| 43 | CCn1cc(C(=O)N[C@@H](CCSC)C(=O)NCCCn2ccnc2)c(=O)c2cc3c(cc21)OCO3 | 8 | 2 | 2.2 | 10 | 1.0 | 8 | 3 | 6 | -0.7 |
| 44 | O=C(Nc1ccc(O)cc1)C1CCCO1 (stereo not given) | 3 | 3 | -0.9 | 10 | -0.5 | -3 | -4 | 1 | -3.7 |
| 45 | Cc1ccc(F)c(S(=O)(=O)NC(=O)C2(C)CCN2C(=O)c2ccco2)c1 (stereo not given) | nt | nt | -2.4 | 3 | -1.6 | 3 | -4 | -2 | nt |
| 46 | NS(=O)(=O)c1ccc(CCNC(=O)CN2C(=O)COc3ccc(S(=O)(=O)N4CCCC4)cc32)cc1 | -3 | -1 | -1.4 | 3 | 0.4 | 8 | -1 | 2 | -2.9 |
| 47 | Cc1ccc(S(=O)(=O)Cn2nnnc2C(C(C)C)N2CCC(C(N)=O)CC2)cc1 (stereo not given) | -1 | 2 | -0.4 | -4 | -3.7 | -8 | 3 | 0 | 1.4 |
